Shn3 inh set2 – reduction of Shn3 3'UTR firefly luciferase signal, primary screen, Schnurri-3 inhibitor project, cell-based, Clone20 osteoblasts, set 2. Clone20 osteoblast Shn3 3'UTR firefly luciferase, 24 h. inhibition, % at 12.5 µM. 360,000 compounds, 0.52% hits. AID 588674, 2011;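 active means mean inhibition of at least 75% with every replicate also reaching 75%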;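 further: 0% = median of neutral control wells and 100% = pilot-screen positive control compound; some compounds past the cut are filed as inactive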
NR2E3 ag-1 – inhibitors of NR2E3-RetCOR corepressor binding, primary screen, NR2E3 agonist project, biochemical, TR-FRET, GST-NR2E3, biotin-RetCOR. Photoreceptor-specific nuclear receptor (Homo sapiens), Q9Y5X4. 1536-well. inhibition of corepressor binding, % at 4.78 µM. 320,000 compounds, 0.12% hits. AID 2300, 2010;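 active means percent inhibition above the cutoff of mean plus 3 SD of all tested compounds, set per screening campaign, cut at about 20% in these data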;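 further: 0% = DMSO wells and 100% = biotin wells as full block of FRET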
Target sequence (Q9Y5X4 whole entry, looked up): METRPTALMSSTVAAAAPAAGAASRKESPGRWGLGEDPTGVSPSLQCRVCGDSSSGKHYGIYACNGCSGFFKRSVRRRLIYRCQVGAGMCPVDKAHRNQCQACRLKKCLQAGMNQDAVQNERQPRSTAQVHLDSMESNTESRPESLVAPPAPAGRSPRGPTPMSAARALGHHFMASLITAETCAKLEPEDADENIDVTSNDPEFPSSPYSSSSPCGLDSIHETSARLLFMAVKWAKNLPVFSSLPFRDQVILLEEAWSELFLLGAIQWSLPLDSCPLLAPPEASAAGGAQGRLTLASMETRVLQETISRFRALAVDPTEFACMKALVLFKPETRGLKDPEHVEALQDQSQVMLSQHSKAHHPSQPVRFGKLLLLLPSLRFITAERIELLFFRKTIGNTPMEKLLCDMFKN
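System: GST-tagged NR2E3 plus biotinylated RetCOR corepressor; Buffer or medium: pH 7.5 Tris-based buffer; Probe or stimulus: RetCOR corepressor, biotinylated, 7 nM; Doses: compound at 4.8 µM, single dose; Schedule: 5 h incubation at 4 °C; Technique: time-resolved FRET; Evaluation: percent inhibition of TR-FRET ratio; Replication: one well per compound, singlicate testing.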
NR2E3 ag-2 – NR2E3 agonists in two-hybrid cells, primary screen, cell-based, luminescence, CHO-S, Gal4-NCOR/VP16-NR2E3. luciferase. inhibition of corepressor binding, % at 3.98 µM. Photoreceptor-specific nuclear receptor (Homo sapiens), Q9Y5X4. 360,000 compounds, 0.35% hits. AID 602229, 2012;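 active means inhibition above the mean of all tested compounds plus 3 SD, cut at about 70% in these data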;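 further: 0% = DMSO with NR2E3 transfected cells and 100% = cells lacking NR2E3 construct; higher means lower luciferase signal from less NR2E3 corepressor binding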
TROY NFkB inh – inhibitors of TROY-driven NF-kB signaling, primary screen, Q293 LMP1-TROYcd cells, NF-kB luciferase, uHTS; 360,000 compounds, 0.98% hits; inhibition, % at 10 µM; Q293 LMP1-TROYcd NF-kB luciferase reporter, 4 h; AID 1347056, 2019;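 active means compounds whose plate-normalised and pattern-corrected inhibition of the luciferase reporter signal at the single screening dose is 50% or more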
CF NFkB block – inhibitors of PAF-induced NF-kB signaling, primary screen, cell-based, GFP fluorescence, uHTS; AID 588850, 2011; inhibition, % at 5 µM; KKLEB NF-kB-GFP reporter, GFP fluorescence overnight; 360,000 compounds, 0.86% hits;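 active means at least 50% inhibition at 5 µM, scaled per plate between neutral and stimulator controls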;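 further: PAF is a Pseudomonas aeruginosa culture filtrate used as stimulus; plate controls were PAF-stimulated DMSO wells for no effect and unstimulated DMSO wells for full effect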
HIF-2a block – HIF-2a reporter inhibitors, primary screen, luminescence, 786-0 RCC cells; 360,000 compounds, 0.72% hits; 786-0 RCC cells HIF-2a reporter, luciferase luminescence, overnight; inhibition, % at 18.8 µM; AID 624352, 2012;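 active means inhibition of the luminescence signal of 40% or more relative to plate controls, in a single-dose primary screen at 18.75 µM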
Peg3 prom inh – Peg3 promoter-driven luciferase inhibitors, primary screen, cell-based, HeLa, luciferase luminescence; inhibition, % at 20 µM; 360,000 compounds, 1.7% hits; HeLa PEG-Prom luciferase reporter, overnight; AID 588405, 2011;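 active means inhibition of at least 50% at 20 µM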
KKLEB tox – cytotoxicity in KKLEB CF airway cells, primary screen, cytotoxicity control for CF NF-kB inhibitor project, cell-based, uHTS, fluorescence assay plates. KKLEB CF airway cells viability, ATPlite luminescence, overnight; active compounds read low; cells stimulated with P. aeruginosa culture filtrate. activity change (cytotoxicity), % at 5 µM. 360,000 compounds, 0.36% hits;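 active means corrected activity change at or below -50% at 5 µM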
MITF TRPM1 inh – inhibitors of MITF-dependent TRPM1 promoter reporter, primary screen, cell-based, SK-MEL-5, single point, luciferase. SK-MEL-5 TRPM1 promoter luciferase, 24 h. inhibition, % at 12.5 µM. 330,000 compounds, 0.83% hits. AID 488899, 2010;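 active means mean inhibition across replicates of 60% or more, whatever share of single replicates reaches that level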; further: values of inactives mirror those of a sister screen read the other way
TWEAK-Fn14 inh – inhibitors of TWEAK-Fn14 signaling, primary screen, luciferase reporter cells, uHTS; TWEAK-stimulated Fn14 reporter cells, luciferase luminescence, 8 h; inhibition, % at 10 µM; 360,000 compounds, 2% hits; AID 1159606, 2016; in the data active means inhibition above about 50%
TRAIL sens C8 – viability loss with TRAIL in NB7+C8 cells, primary screen, TRAIL sensitizer project, cell-based, ATPlite luminescence. inhibition (viability loss, TRAIL sensitization), % at 10 µM. 360,000 compounds, 1% hits. AID 624354, 2012;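 active means compounds causing at least 50% loss of cell viability in the single-dose screen, relative to plate controls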
* hit, by the source's call; · = not tested or not shown.

structure | Shn3 inh set2 | NR2E3 ag-1 | NR2E3 ag-2 | TROY NFkB inh | CF NFkB block | HIF-2a block | Peg3 prom inh | KKLEB tox | MITF TRPM1 inh | TWEAK-Fn14 inh | TRAIL sens C8
COc1cccc(CNC(=O)CCC2CCCN(c3cc(C)nc(N(C)C)n3)C2)c1 (stereo not given) | 17 | 1 | -10 | -8 | 18 | 12 | 23 | -3 | 1 | -3 | 0
CCCOc1ccccc1/C=C1\SC(N)=NC1=O | 8 | · | -10 | 19 | 21 | 32 | 12 | -8 | 7 | 20 | 5
COc1ccc(CCN2C(=O)CS/C2=N/NC(=O)c2ccccc2F)cc1OC | 12 | 2 | 7 | -13 | 1 | 12 | 7 | 12 | 10 | 6 | 1
Cc1cccc(C)c1NC(=O)CNC(=O)c1ccc(S(=O)(=O)NCc2ccco2)cc1 | 8 | 1 | -11 | 5 | 22 | 1 | 2 | 7 | 8 | 36 | -7
CC(=O)c1ccc(C(=O)N2CCCC(CNC(=O)c3ccccc3Cl)C2)cc1 (stereo not given) | 4 | 3 | -39 | -39 | 27 | -38 | -26 | 2 | 5 | -16 | -10
CCN1CCN(c2oc(-c3ccco3)nc2C#N)CC1 | 76 | 1 | -19 | -17 | -4 | -1 | 7 | -4 | · | 7 | -8
O=[N+]([O-])c1cccc(OCC(O)CN2CCN(S(=O)(=O)c3cc(Cl)ccc3Cl)CC2)c1 (stereo not given) | 36 | 0 | -10 | 9 | 1 | 16 | 15 | -21 | -15 | -1 | 9
CCC(C)C(NC(=O)C1CCC(=O)N1C(=O)OCc1ccccc1)C(=O)NC(Cc1ccccc1)C(N)=O (stereo not given) | 5 | 0 | 22 | -20 | 16 | 12 | -13 | -7 | 3 | -11 | -11
COc1ccc(NC(=O)COC(=O)CCc2cc(OC)c(OC)c(OC)c2)c([N+](=O)[O-])c1 | -8 | 3 | -18 | -10 | -8 | 1 | -15 | 2 | -2 | -13 | -3
CSCCC(C(=O)N1CC2(C)CC1CC(C)(C)C2)N1C(=O)c2ccccc2C1=O (stereo not given) | 5 | 1 | 11 | 13 | 8 | 7 | 16 | -1 | -9 | 8 | -4
Cn1c(=O)c2c(ncn2CC(=O)N2CCN(c3ccccc3)CC2)n(C)c1=O | 1 | 6 | -15 | -4 | -11 | 16 | 3 | -7 | 0 | -37 | 4
Cc1ccc(N/C(N)=N/c2nc(C)cc(C)n2)cc1 | 17 | -3 | -9 | -4 | 5 | -13 | 2 | -7 | -22 | -26 | 7
O=C(NCCc1ccc(Cl)cc1)c1ccc(CS(=O)Cc2ccc(Cl)cc2)o1 (stereo not given) | 21 | -3 | 0 | -6 | -14 | 9 | 13 | -4 | -9 | -13 | -14
COc1ccc(-n2nnnc2/C=C\Nc2ccccc2C(=O)c2ccccc2)cc1 | -14 | -3 | -16 | 10 | 15 | 8 | 26 | -4 | 13 | 7 | 5
Cc1ccc(C)c(OCC(=O)Nc2ccccc2N2CCCC2)c1 | 5 | 1 | -22 | -4 | 10 | -24 | 4 | 3 | -6 | -7 | -9
COCCCNC(=O)c1ccc2c(c1)ncn2-c1ccccc1OC | 17 | -5 | -12 | 6 | 8 | -2 | 1 | 1 | 2 | -6 | 15
CNC(=O)CC1C(=O)N(C)C(=S)N1NC(=O)c1ccc(Cl)cc1 (stereo not given) | 16 | 0 | -15 | 1 | -6 | 11 | 1 | -1 | 10 | -2 | 5
CCOC(=O)C(=CNc1nc(-c2ccc3ccccc3c2)cs1)C(=O)OCC | -28 | 3 | -63 | -19 | 20 | -179 | -137 | -22 | -14 | -21 | -1
O=C(NCC1CCCCC1)c1cccc(S(=O)(=O)NCc2cccnc2)c1 | 2 | 5 | -9 | 0 | -13 | 10 | 17 | -4 | -7 | -14 | 6
Oc1c(/C=C/C=C/C=Nc2ccccc2)sc(=S)n1Cc1ccccc1 | · | -3 | -69 | -35 | -3 | -85 | -18 | 4 | · | -4 | -4
CCn1cc(S(=O)(=O)c2ccc(C)cc2)[nH]c1=O | -13 | 0 | -7 | -9 | -1 | 20 | 10 | 7 | -2 | -12 | 0
COc1ccc(/C(C)=N/NC(=O)c2ccncc2)cc1 | 7 | 1 | -9 | -4 | -9 | 4 | -6 | 6 | -7 | -11 | 0
COc1ccc(C(C)=O)cc1Cn1c(C)c(C(=O)NCC(C)C)sc1=O | 11 | · | -11 | -5 | 1 | 4 | 3 | 1 | · | 8 | 3
CCCn1c(=N)n(CC(O)c2ccco2)c2ccccc21 (stereo not given) | 3 | 4 | -11 | -6 | -1 | 9 | 14 | -2 | -7 | -4 | -6
CCOc1ccc(Cl)cc1S(=O)(=O)N1CCC(C(=O)N2CCCC2)CC1 | -10 | 1 | -21 | 10 | 6 | 14 | 10 | 0 | -4 | 4 | -3
CCn1ccnc1CN1CCCCC1C(=O)Nc1ccc(Oc2cccnc2)cc1 (stereo not given) | 43 | -1 | -21 | 14 | -36 | 0 | 17 | 14 | 23 | 22 | 13
CCC1Oc2ccc(C)cc2N(CC(=O)N(Cc2cccnc2)Cc2cccc(F)c2)C1=O (stereo not given) | -11 | 2 | 17 | 13 | -5 | 15 | 21 | 1 | 4 | 14 | 4
N/C(=N\OS(=O)(=O)c1ccc(Cl)cc1)c1ccncc1 | 3 | 5 | 2 | -15 | 12 | 8 | 12 | -7 | 6 | -19 | 3
CC(=O)N1CCN(c2ccc([N+](=O)[O-])cc2C#N)CC1 | 10 | -1 | -32 | 3 | 4 | 11 | 15 | 6 | 13 | 11 | 2
O=C(/C=C/c1ccc(-c2ccccc2)cc1)NCc1cccnc1 | -12 | 1 | -10 | -9 | 4 | -142 | -121 | -4 | -29 | -2 | 7

Reprinted from above, 2 compounds:
structure | Shn3 inh set2 | NR2E3 ag-1 | NR2E3 ag-2 | TROY NFkB inh | CF NFkB block | HIF-2a block | Peg3 prom inh | KKLEB tox | MITF TRPM1 inh | TWEAK-Fn14 inh | TRAIL sens C8
COc1cccc(CNC(=O)CCC2CCCN(c3cc(C)nc(N(C)C)n3)C2)c1 (stereo not given) | 17 | 1 | -10 | -8 | 18 | 12 | 23 | -3 | 1 | -3 | 0
CCCOc1ccccc1/C=C1\SC(N)=NC1=O | 8 | · | -10 | 19 | 21 | 32 | 12 | -8 | 7 | 20 | 5

The results go on:
structure | Shn3 inh set2 | NR2E3 ag-1 | NR2E3 ag-2 | TROY NFkB inh | CF NFkB block | HIF-2a block | Peg3 prom inh | KKLEB tox | MITF TRPM1 inh | TWEAK-Fn14 inh | TRAIL sens C8
COc1ccc([C@H]2C[C@H](n3cc(COC(=O)c4ccccc4)nn3)[C@@H](O)CN2C(=O)C2CCCCC2)cc1 | -1 | · | -31 | -8 | 1 | -5 | 13 | -1 | · | -13 | 1
CCn1ccnc1C(O)c1cccc(OC)c1OC (stereo not given) | -17 | -3 | 13 | 1 | -19 | 2 | 5 | 5 | · | -3 | -17
COC(=O)c1ccc(COc2cccc3c2OC(C)(C)C3)cc1 | 17 | -1 | -19 | -7 | 12 | -2 | -14 | -6 | 0 | -4 | -9
CC(C)Sc1nc2c(c(=O)[nH]c(=O)n2C)n1C | 6 | 1 | -4 | 21 | 14 | 9 | 5 | -2 | -13 | -12 | -8
CCCCNC(=O)CCCn1c(=O)c2ccccc2n(CC(=O)NCCC2=CCCCC2)c1=O | -13 | · | -3 | -3 | -6 | 9 | 1 | -4 | 8 | -4 | -9
CCCCN1CCNC1=S | 8 | -2 | 6 | -5 | -28 | -5 | 0 | -7 | 0 | 18 | 15
CCOc1ccc(Br)cc1C1=CC(=O)C[C@H](c2ccc(OC)cc2)C1 | 94* | 3 | -5 | 16 | 36 | 15 | 24 | -20 | 20 | 1 | 15
Cc1ccc(-c2nnc(Nc3ccc(CC(N)=O)cc3)c3ccccc23)cc1 | 1 | 2 | 14 | 1 | -13 | 17 | -2 | 27 | 2 | 2 | -11
C=CCN(C(=O)CNC(=O)c1ccco1)C(C(=O)NC1CCCCC1)c1ccc(F)cc1 (stereo not given) | 10 | 1 | -14 | -6 | 7 | 15 | -4 | 3 | 4 | 8 | -2
COc1ccc(CNCc2cccc(Cl)c2)cc1 | -5 | 0 | 24 | 18 | -12 | 2 | -11 | 1 | -18 | -3 | 7
COc1cc2[nH]c(=O)n(Cc3ccccc3Cl)c(=O)c2cc1OC | -1 | 15 | 1 | -4 | 3 | 1 | -10 | -11 | 12 | -1 | 3
COc1ccc(S(=O)(=O)N2CCCN(CCC(=O)Nc3cccc(C(F)(F)F)c3)CC2)cc1 | 44 | 1 | -3 | -3 | 22 | 12 | 20 | -11 | 2 | 38 | 25
CN1C(=S)SC(C)(NO)C1(C)C (stereo not given) | -1 | 3 | -3 | 1 | 10 | 11 | 17 | 6 | -7 | -15 | -5
CCc1nc(SCC(=O)N2CCC(C)CC2)c2c(=O)n(C)c(=O)n(C)c2n1 | -6 | 0 | -23 | 5 | 5 | -4 | 18 | -3 | · | 15 | 3
O=S(=O)(Nc1ccncc1)c1ccc(Cl)cc1 | 6 | 2 | 1 | -1 | -6 | 7 | 7 | 7 | -2 | 3 | -12
Cc1ccc(C(=O)N2C(=S)C(c3ccc(F)cc3)=NC23CCN(C)CC3)cc1 | 75 | -2 | -15 | -5 | -1 | 14 | 90* | -2 | 51 | 50 | 16
Clc1ccc(-c2csc(N/N=C/c3ccc4c(c3)OCO4)n2)cc1 | -23 | 2 | -22 | -49 | -13 | -124 | -37 | -7 | 4 | -27 | 4
Cc1cc(C)nc(NC2=N[C@@H]3CCCC[C@H]3N2C(=O)Nc2cc(Cl)cc(Cl)c2)n1 | 11 | · | -26 | 1 | 10 | 9 | 10 | -8 | 6 | 3 | 7
CCOC(=O)C1CCN(C(=O)COC(=O)c2nn(C)c(=O)c3ccccc23)CC1 | 14 | -2 | 2 | -7 | 10 | 7 | -12 | -1 | -4 | 2 | 5
C[C@H](CO)N1C[C@H](C)[C@@H](CN(C)Cc2ccc(F)cc2)Oc2ncc(Br)cc2C1=O | -9 | · | -12 | -3 | -18 | 3 | 5 | 0 | · | -9 | -6
O=C(CSCc1ccc(Br)cc1)Nc1ccccc1C(=O)N1CCOCC1 | 9 | 0 | -35 | 4 | 0 | 21 | 14 | -5 | 9 | -1 | 3
COc1nc(Nc2ccc([N+](=O)[O-])cc2)nc(NC2CCCCC2)n1 | 16 | 0 | -14 | -20 | -4 | -44 | -9 | -25 | 2 | 17 | -4

An excerpt. The share of hits here may be higher or lower than overall.
